LGR2 inh = Drosophila LGR2 receptor signaling inhibition. inhibition, % at 9.99 µM. HEK293 LGR2, CRE-luciferase, bursicon-stimulated, 4 h. AID 720647. actives 0.35% (n = 380,000);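 active = drop in luminescence signal, shown as inhibition above about 50% in the replicate tests, limit read from the data, passing the limit was not always enough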;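 note: agonist challenge used bursicon conditioned medium at about half maximal strength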
EWS-Fli block = EWS/Fli transcriptional activity inhibition; A673 NR0B1-luciferase reporter, viability-normalised; inhibition, % at 12.6 µM; actives 0.67% (n = 350,000);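 active = mean inhibition of at least 50% after viability correction, with every replicate also passing that limit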;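 note: firefly luciferase signal divided by Alamar Blue viability fluorescence both relative to DMSO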
Casp6 inh = inhibitors of human caspase-6 | P55212 | purified caspase-6, Z-VEID-R110 cleavage fluorescence | inhibition, % at 12.5 µM | actives 0.53% (n = 350,000);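 active = mean inhibition across replicates at least about 35%, with every replicate also reaching that limit, limit read from the data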;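 note: 0% = median of neutral control wells and 100% = no fluorescence left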
Target sequence (P55212 24-179 limits assumed): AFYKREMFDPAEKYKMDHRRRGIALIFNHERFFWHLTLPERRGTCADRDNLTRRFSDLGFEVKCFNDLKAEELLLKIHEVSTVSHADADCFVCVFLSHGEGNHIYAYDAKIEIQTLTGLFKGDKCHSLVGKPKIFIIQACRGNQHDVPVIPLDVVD
Target sequence (P55212 194-293 limits assumed): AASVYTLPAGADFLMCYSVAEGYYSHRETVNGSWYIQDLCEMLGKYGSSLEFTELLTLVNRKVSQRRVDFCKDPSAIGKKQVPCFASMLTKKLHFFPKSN
PGC1a acetyl inh = PGC1a acetylation modulation, inhibitor mode. U2OS PGC1a acetylation, AlphaScreen anti-acetyl-lysine; with virally co-expressed GCN5 acetyltransferase. inhibition, % at 15.6 µM. actives 0.17% (n = 350,000). AID 651687;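 active = every replicate shows inhibition of at least 40%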;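 note: 0% = neutral control wells and 100% = positive control wells; some results beyond the cut were filed as inactive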
Cneo AK release = causes C. neoformans cell lysis. adenylate kinase release luminescence, 4 h; normalised: neutral wells 0, clomiphene wells 100. lysis activity, % at 15 µM. actives 0.2% (n = 360,000);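 active = mean lysis activity across replicates of at least 80%, whatever share of replicates individually reach that level; inactive = mean lysis activity below 80%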
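Assay system: Cryptococcus neoformans yeast cells / Dosing: single-point compound dose / Timing: 4 h at 37 °C static, read 1 h later / Measured by: luminescence of released adenylate kinase using an AK detection reagent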
FN deposit inh = fibronectin deposition inhibition; AH1F fibroblasts, Alexa488-fibronectin deposition fluorescence, overnight; inhibition, % at 12.6 µM; actives 0.086% (n = 350,000); AID 743247;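 active = mean inhibition across replicates of 30% or more, regardless of how many single replicates reach that level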;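 note: positive control wells lacked labelled fibronectin entirely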
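Material: AH1F fibroblasts assembling fluorescent fibronectin matrix; amount: 10000 AH1F cells/well; medium: DMEM, 2% serum; reagent: Alexa488-fibronectin, 24 nM final in well; dosing: single compound dose, delivered by pin transfer; incubation: 1 h adhesion, overnight exposure; detection: fluorescence after three HBSS washes, excitation 485 nm, emission 525 nm; measure: fibronectin deposition inhibition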
PAX8 inh HTS = lowers PAX8-driven luciferase in RMG-I cells | actives 1.2% (n = 360,000) | inhibition, % at 12.6 µM | RMG-I TPO-luciferase reporter, SteadyGlo, 24 h | AID 652154;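 active = mean replicate inhibition at least 60% with every replicate also reaching 60%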;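 note: luciferase light reporting Pax8 driven TPO promoter activity; plate controls were median of neutral control wells for no effect and mitoxantrone controls for full effect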
miR122 inh = miR-122 inhibition in Huh7 cells; Huh7 miR-122 Renilla luciferase sensor, 48 h; neutral wells = 0, positive control = 100; actives 0.3% (n = 340,000); AID 602342; activation (reporter increase), % at 12.5 µM;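 active = mean replicate activation score at least 90 and every replicate individually at or above 90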;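 note: higher luciferase means less miR-122 activity so hits act as miR-122 inhibitors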
* = called active by the depositor; x = no result given; [ ] = remark or other dose.

SMILES | LGR2 inh | EWS-Fli block | Casp6 inh | PGC1a acetyl inh | Cneo AK release | FN deposit inh | PAX8 inh HTS | miR122 inh
Cn1cc(CCCC(=O)NCc2ccc(F)cc2)c2ccccc21 | -2 | -5 | 0 | 1 | 0 | 9 | 12 | x
CCc1ccccc1NC(=O)Cc1ccc(-n2cccc2)cc1 | 3 | x | x | 5 | 2 | 1 | -22 | -1
Cc1ccc(C)c(CN2CCC(n3nccc3NC(=O)CCCc3ccccc3)CC2)c1 | 4 | x | -1 | x | 2 | 4 | 2 | x
Cc1cc(-c2c(C)n([O-])c(C)c(C)[n+]2=O)ccc1F | x | x | x | -5 | 0 | -1 | -8 | 11
Cc1nn(CC#N)c(=O)n1N(C)c1ncc(C(F)(F)F)cc1Cl | 5 | 4 | -2 | -2 | 1 | -21 | -1 | -1
CCOc1cc(CNc2ncc(-c3ccc(OC)cc3)n2C)ccc1O | x | x | x | 2 | 1 | 4 | x | 1
COC(=O)C1CN(S(=O)(=O)c2ccc(NC(C)=O)cc2)CCS1 (centres undefined) | 6 | -7 | 0 | -5 | 0 | -9 | 5 | 0
C[C@@H]1CN([C@H](C)CO)C(=O)c2cc(NS(=O)(=O)c3ccc(F)cc3)ccc2O[C@@H](C)CCCCO[C@@H]1CN(C)C | -10 | -3 | 0 | -6 | 6 | -7 | -2 | 3[16.7 µM]
CCc1ccc(Nc2nnc(SCC(=O)N(C)CC(=O)Nc3ccccc3CC)s2)cc1 | -13 | -10 | -2 | x | x | -6 | 36 | x
C/C=C/c1ccc2c(c1)O[C@@H](CN(C)C(=O)CN1CCOCC1)[C@@H](C)CN([C@H](C)CO)S2(=O)=O | -18 | 5 | 1 | -4 | 0 | -15 | x | 4[16.7 µM]
Cc1ccc(C)c(NC(=S)NNC(=O)c2csc(C)c2)c1 | 9 | -6 | 0 | x | x | 6 | -12 | x
CCOC(=O)c1sc(NC(=O)CCC(=O)O)nc1C | 23 | 4 | 0 | 11 | -23 | -1 | 6 | -9
CC1(C(=O)NCc2cccc3ccccc23)CCN1Cc1ccc(OC(F)(F)F)cc1 (centres undefined) | 5 | 8 | -3 | -7 | -1 | -6 | 15 | 2
C#CCOCCOCCOCCNc1nc(N2CCN(C(=O)[C@H](CCCCN)n3cc(CN)nn3)CC2)nc(N2CCN(C(=O)[C@H](CCCCN)n3cc(CN)nn3)CC2)n1 | 16 | 0 | -241 | 11 | 2 | -5 | -1 | 0
COc1ccccc1C1C2=C(CC(C)(C)CC2=O)N(CC(=O)O)C2=C1C(=O)CC(C)(C)C2 | -5 | 3 | 0 | -4 | -1 | -1 | 35 | -3
C/C=C/c1ccc([C@H]2[C@@H](CO)N(C(C)=O)[C@H]2CN(C)S(C)(=O)=O)cc1 | -8 | -3 | x | 4 | -2 | 1 | -4 | 0[16.7 µM]
C[C@H]1CN([C@@H](C)CO)C(=O)Cc2cc(NC(=O)CCCCCC(=O)Nc3ccccc3N)ccc2O[C@@H]1CN(C)S(=O)(=O)c1ccccc1 | -10 | 12 | 0 | -10 | 13 | x | -16 | -2[16.7 µM]
COc1cc(NC(=O)c2cccs2)ccc1NC(=O)Cc1ccccc1 | -3 | -12 | 2 | -8 | 1 | 9 | x | 5
O=C(Nc1ccccc1)N[C@H]1CC[C@H](CCn2cc(-c3ccccc3F)nn2)O[C@H]1CO | -6 | -3 | 6 | -3 | x | x | -24 | x
COc1cccc(C(=O)Nc2ccc3c(c2)C(=O)N(C)C[C@@H](OC)[C@H](C)CN(C(=O)C2CCCC2)[C@@H](C)CO3)c1 | 1 | 2 | -1 | x | -4 | 15 | 1 | -2[16.7 µM]
O=C1NC[C@H](Cc2ccc(O)cc2)N(CC2CCCCC2)C1=O | 12 | 5 | -2 | x | 4 | -11 | -4 | -3
COc1ccc(S(=O)(=O)N2CCCCC2)cc1NC(=O)c1ccc2ccccc2n1 | 12 | x | x | x | -2 | -2 | 26 | 7
Cc1nnc(NCCc2ccccc2)[nH]c1=O | x | x | x | -1 | -1 | 3 | x | -1
CN1CC(=O)N(CC(=O)Nc2ccc(OCc3ccccc3)cc2)C1=O | -26 | -32 | -1 | x | -1 | 0 | -56 | x
C[C@H]1CN([C@@H](C)CO)C(=O)c2cc(NC(=O)CCCN(C)C)ccc2O[C@@H]1CN(C)S(=O)(=O)c1cccs1 | 1 | 0 | -3 | 5 | -3 | x | x | -1[16.7 µM]

Part of the list above, with two lines to a compound:
The line under a structure holds: LGR2 inh	EWS-Fli block	Casp6 inh	PGC1a acetyl inh	Cneo AK release	FN deposit inh	PAX8 inh HTS	miR122 inh
- C/C=C/c1ccc2c(c1)O[C@@H](CN(C)C(=O)CN1CCOCC1)[C@@H](C)CN([C@H](C)CO)S2(=O)=O
  -18	5	1	-4	0	-15	x	4[16.7 µM]
- Cc1ccc(C)c(NC(=S)NNC(=O)c2csc(C)c2)c1
  9	-6	0	x	x	6	-12	x
- CCOC(=O)c1sc(NC(=O)CCC(=O)O)nc1C
  23	4	0	11	-23	-1	6	-9
- CC1(C(=O)NCc2cccc3ccccc23)CCN1Cc1ccc(OC(F)(F)F)cc1 (centres undefined)
  5	8	-3	-7	-1	-6	15	2
- C#CCOCCOCCOCCNc1nc(N2CCN(C(=O)[C@H](CCCCN)n3cc(CN)nn3)CC2)nc(N2CCN(C(=O)[C@H](CCCCN)n3cc(CN)nn3)CC2)n1
  16	0	-241	11	2	-5	-1	0

Copied from the list.
`Cc1nnc(NCCc2ccccc2)[nH]c1=O` @ miR122 inh = -1
`Cc1ccc(C)c(NC(=S)NNC(=O)c2csc(C)c2)c1` @ PAX8 inh HTS = -12

Next part
SMILES | LGR2 inh | EWS-Fli block | Casp6 inh | PGC1a acetyl inh | Cneo AK release | FN deposit inh | PAX8 inh HTS | miR122 inh
CC(=O)c1cccc(NC(=O)Cn2cc3c(n2)CCCC3)c1 | 15 | -2 | -2 | x | -1 | 17 | -25 | -1
O=C(N[C@@H]1CC[C@@H](CC(=O)N2CCOCC2)O[C@H]1CO)c1ccccn1 | 3 | x | -3 | 1 | 0 | x | x | x
Cc1cn([C@H]2C[C@H](O)[C@@H](CNC/C=C/c3ccccc3[N+](=O)[O-])O2)c(=O)[nH]c1=O | -1 | 9 | 3 | x | 0 | x | 11 | 1
COc1ccc(C(=O)NC(CC(=O)O)c2cc([N+](=O)[O-])ccc2Cl)cc1 (centres undefined) | 6 | 2 | 6 | 2 | 5 | -27 | 12 | -11
Cc1oncc1-c1csc(-c2ccccc2Cl)n1 | -49 | -32 | 5 | -14 | 2 | -2 | -61 | -5
O=c1[nH]cnc2sc3c(c12)CCC3 | 8 | 11 | -2 | -2 | x | 4 | -10 | 2
COC(=O)c1ccc2nc(-c3cccc(Cl)c3)c(Cc3cccc(Cl)c3)n2c1 | -23 | -5 | -1 | x | x | -7 | -13 | x
C[C@H]1CN([C@@H](C)CO)C(=O)c2cc(NS(=O)(=O)c3cccs3)ccc2O[C@H]1CN(C)Cc1ccc(C(F)(F)F)cc1 | -6 | 3 | 2 | -7 | -22 | x | -19 | 9[16.7 µM]
O=C(NCC1CCCO1)c1nc(Cn2ccc([N+](=O)[O-])n2)no1 (centres undefined) | -9 | 9 | 1 | x | x | -6 | -16 | 1
CC(C)C(=O)NC(=O)[C@@H]1CCCN1C(=O)/C=C/c1ccccc1 | -9 | -5 | -5 | 7 | 1 | -7 | -13 | -8
C[C@@H]1CN([C@H](C)CO)S(=O)(=O)c2ccc(-c3ccccc3)cc2O[C@H]1CN(C)C(=O)C1CC1 | 2 | -2 | x | -2 | x | -3 | x | 14[16.7 µM]
O=C(O)CSCC(=O)N1CCCN(c2nc3ccc(Cl)cc3s2)CC1 | 11 | -10 | -2 | x | x | 5 | 3 | x
CCN(CC)S(=O)(=O)c1ccc(-c2csc(C)n2)cc1 | 2 | -7 | -3 | 1 | x | 2 | 20 | x
Cc1nnc(NC(=O)CSc2nnc(CNC(=O)c3ccc(F)cc3)o2)s1 | -6 | -5 | -2 | x | 2 | -1 | x | -3
O=C1/C(=C/c2cccnc2)CC/C1=C\c1cccnc1 | 8 | -14 | 7 | 23 | -4 | 8 | 0 | 13
Cc1occc1-c1nnc(SCC(=O)NC2CCCC2)n1C | -1 | x | x | x | 2 | 4 | 10 | x
CCCNC(=O)N(C)C[C@@H]1Oc2ncc(-c3ccc(OC)cc3)cc2C(=O)N([C@@H](C)CO)C[C@@H]1C | -4 | -14 | 3 | -4 | 0 | x | x | 1[16.7 µM]
COCc1cn(CC[C@@H]2CC[C@@H](NC(=O)Cc3cccnc3)[C@@H](CO)O2)nn1 | 15 | 9 | 0 | -3 | -1 | -11 | -20 | x
O=C(NCCN1CCN(C(=O)c2ccc(F)cc2)CC1)C(=O)NCc1ccccc1 | 7 | 0 | 1 | x | 9 | -2 | 7 | x
Cn1c2cc(Br)sc2c2cnn(Cc3ccc(F)cc3F)c(=O)c21 | 19 | 11 | 1 | -26 | 9 | 2 | -12 | 16
COc1ccc(C(=O)n2nc(-c3ccco3)nc2SC)cc1OC | 2 | x | 2 | -6 | 0 | 2 | -15 | -3
CCCNC(=O)N1C[C@H](C)[C@@H](OC)CN(C)C(=O)c2ccc(NC(=O)C3CCC3)cc2OC[C@H]1C | 1 | -4 | x | 5 | -2 | x | 3 | x
Cc1ccc(S(=O)(=O)[N-]c2nc3ccccc3nc2-[n+]2cc(C)cc(C)c2)cc1 | -6 | 1 | 1 | 10 | x | -4 | 12 | x
O=c1c2ccccc2nc(SCc2ccc([N+](=O)[O-])cc2)n1-c1ccc(Cl)cc1 | x | 13 | -3 | x | x | 10 | 8 | x
COC(=O)C[C@H]1CC[C@@H]2[C@@H](COc3ccc(NS(=O)(=O)c4ccccc4F)cc3C(=O)N2C)O1 | 8 | -1 | x | -7 | 3 | 3 | 6 | -8[16.7 µM]
C/C(=N\NC(=O)c1ccccc1OCCOc1ccccc1)c1ccccc1F | 5 | 8 | -3 | x | -4 | -4 | 22 | 9
CCOC(=O)C1(Cc2ccccc2C)CCCN(C(=O)CCc2c(C)noc2C)C1 (centres undefined) | -6 | x | -1 | -2 | 2 | 4 | -23 | -3
C[C@@H]1CN([C@@H](C)CO)C(=O)c2c(c3ccccc3n2C)-c2ccccc2CO[C@@H]1CN(C)C(=O)Nc1ccc2c(c1)OCO2 | -5 | -56 | 1 | -81 | -1 | 2 | 16 | x
CCc1ccc(/C=N/NC(=O)c2cc(-c3cccc([N+](=O)[O-])c3)n[nH]2)cc1 | x | 8 | -2 | -2 | 3 | 6 | -24 | 19
Cc1c(C(=O)OCC(=O)N(C)C2CCS(=O)(=O)C2)oc2ccc(Br)cc12 (centres undefined) | -5 | -3 | 1 | 2 | -2 | 5 | 9 | 1

Some of the entries so far, with values under each structure.
The line under a structure holds: LGR2 inh	EWS-Fli block	Casp6 inh	PGC1a acetyl inh	Cneo AK release	FN deposit inh	PAX8 inh HTS	miR122 inh
> COc1ccc(C(=O)NC(CC(=O)O)c2cc([N+](=O)[O-])ccc2Cl)cc1 (centres undefined)
  6	2	6	2	5	-27	12	-11
> Cc1c(C(=O)OCC(=O)N(C)C2CCS(=O)(=O)C2)oc2ccc(Br)cc12 (centres undefined)
  -5	-3	1	2	-2	5	9	1

Compound activity deposited in PubChem by Broad Institute.
